RmlCD inh mix – mixture blocks RmlC and RmlD coupled enzyme activity | RmlC/RmlD coupled enzyme inhibition, 384-well mixture HTS | inhibition, % at 5.5 µM | hit rate 0.39% among 110,000 | AID 1532; in the data active means inhibition above about 30%, passing the limit was not always enough; inconclusive means no clear call, values can overlap the other calls; further: strong numbers were not always called active
RT RNaseH block – inhibitors of HIV-1 reverse transcriptase RNase H. RT-RNase H RNA/DNA duplex cleavage, fluorescence. inhibition, % at 10 µM. hit rate 1.9% among 65,000. AID 565; in the data active means inhibition above about 50%
Starred values were filed as active, the others as inactive; ? = inconclusive; nt = not tested or not shown; & = joins results of further samples.

SMILES	RmlCD inh mix	RT RNaseH block
CC1CCC(NC(=O)c2ccc(CS(=O)(=O)Cc3ccccc3F)o2)CC1 (centres undefined)	-8	-16
O=C(CCN1C(=O)c2ccncc2C1=O)NCc1ccc(Cl)cc1	5	-9
CC(CN(C)C)CN1c2ccccc2CCc2ccccc21 (centres undefined)	10	nt
O=C(c1ccc(C#CC2(O)CCCCC2)cc1)N1CCN(Cc2ccccc2)CC1	-11	nt
Cc1ccsc1C=Nc1ccc(O)cc1	9	13
O=C(c1ccoc1)N1CCC2(CC1)Oc1ccc(F)cc1C(=O)C21CC(c2ccc(Cl)cc2)=NO1 (centres undefined)	-10	nt
CCOc1ccccc1C1C(C#N)=C(N)Oc2n[nH]c(CC)c21 (centres undefined)	-10	6
CCC(=O)c1ccc(O)c(CC=C(C)C)c1	8	nt
CN1CCN(C(=O)c2ccc3c(c2)N(Cc2ccc(Cl)cc2)C(=O)c2ccccc2S3=O)CC1 (centres undefined)	4	-9
Cc1ccccc1-c1nc(CN2CCC(C(=O)NCCC3=CCCCC3)CC2)c(C)o1	-10	1
CCOC(=O)c1cc2c(C)n(-c3ccc(C)cc3)c(C)c2ccc1=O	2	nt
Cc1c2cnn(CC(=O)N3CCC4(CC3)OCCO4)c(=O)c2c(C)n1Cc1ccccc1F	-6	-7
OC(CN1CCN(c2ccccn2)CC1)Cn1c2ccccc2c2ccccc21 (centres undefined)	4	-13
Cc1c(NC(=O)c2ccccc2NS(=O)(=O)c2ccc(Br)cc2)c(=O)n(-c2ccccc2)n1C	99	nt
Cc1cc(NC(=O)C2CCCN2C(=O)Nc2c(C)cccc2C)ccc1-n1cnnn1 (centres undefined)	11	nt
CCCc1cc(C(=O)Nc2sc3c(c2C(=O)OCC)CCCC3)no1	-213	26
O=C1C=C(Nc2cccc(O)c2)CC(c2ccco2)C1 (centres undefined)	10	nt
Cc1noc(C)c1S(=O)(=O)N(CC(=O)N1CCn2c1nc1ccccc12)c1ccc(C(C)C)cc1	12	11
Cc1nnc(NC2=NCCC2)s1	0	-2
CCC(C)[C@H](N)c1cn([C@@H](Cc2ccc(O)cc2)C(=O)N2CCNCC2)nn1 (some centres undefined)	-110	nt
Cn1c2ccccc2c2cc(C(=O)NNS(=O)(=O)c3ccc(F)cc3)sc21	5	nt
C(=N\c1nc2ccccc2[nH]1)/c1cccs1	-10	-3
CCOC(=O)C1C(=O)CC(C)(O)C(C(=O)OCC)C1c1ccco1 (centres undefined)	-3	-5
COC(=O)c1[nH]c(C)c(/C(O)=C2\C(=O)C(=O)N(CCN(C)C)C2c2cccc(OC)c2OC)c1C (centres undefined)	nt	-5
O=C(CCn1c(=S)[nH]c2cc3c(cc2c1=O)OCO3)N1CCN(C2CCCCC2)CC1	nt	5
Cc1c(N=C/C=C/c2ccccc2)c(=O)n(-c2ccccc2)n1C	-4	-2
CCc1ccccc1N1C[C@@]23C=C[C@@H](O2)C(C(=O)OCC(C)C)[C@H]3C1=O (some centres undefined)	9	-7
COc1ccc(-c2nn(CC(=O)Nc3ccc(Cl)c(Cl)c3)c(=O)c3ccccc23)cc1	25	nt
CCN(CC)S(=O)(=O)c1ccc2oc(SCc3ccc(F)cc3)nc2c1	nt	-21
Cc1oc(-c2ccccc2F)nc1CS(=O)(=O)CC(=O)NCc1ccco1	nt	-12
Cc1cc(C(=O)NCc2ccc3c(c2)OCO3)n(-c2ccccc2)n1	1	-13
CN1CCc2c(sc3c2C(=O)NC(c2ccco2)N3)C1 (centres undefined)	7	0&13
O=c1c(CN2CCN(Cc3ccccc3)CC2)coc2ccc(Cl)cc12	7	0
CCCCc1ccc(NC=C2C(=O)OC3(CCCCC3)OC2=O)cc1	2	nt
Cn1c(=O)[nH]c(=O)c2c1nc(CN(Cc1ccccc1)Cc1ccccc1)n2CCN1CCOCC1	-4	-7
Cc1[nH]nc(N2CCCCCC2)c1[N+](=O)[O-]	10	nt
CCOC(=O)c1c(C)n(-c2ccc(C)cc2)c2c(CC(C)=O)c(Br)c(OC)c(O)c12	9	nt
CCn1c(Cn2nnc(-c3ccccc3)n2)nnc1SCC(=O)Nc1ccc(N(C)C)cc1	3	15
O=C(NC(Cc1ccccc1)C(=O)O)OCc1ccccc1 (centres undefined)	-7	-6
O=C(CCn1c(=O)oc2ccccc21)N1CCN(C(c2ccccc2)c2ccccc2)CC1	nt	-16
Cc1cccc(CS(=O)(=O)Cc2ccc(C(=O)NCCCN3CCOCC3)o2)c1	nt	-28
CCOCc1cc(C)[nH]c(=O)c1C#N	nt	-18
COc1ccc(/C=C2\CCOC2=O)cc1	6	nt
CC1=C(C(N)=O)C(c2cccs2)n2nc(-c3cccc(Cl)c3)nc2N1 (centres undefined)	-38	5
Cc1cc2c3c(c1)C1(C(=O)N3C(C)(C)CC2C)C(C#N)=C(N)Oc2cc(O)ccc21 (centres undefined)	-9	2
CCOc1ccc(Cc2nc(N)nc(N)n2)cc1	6	-7
CCOc1ccc(NC2=NCCC(=O)N2Cc2cccs2)cc1	-11	-2
O=C(O)C1C2C=CC3(O2)C1C(=O)N1c2ccccc2C2OCCC2C13 (centres undefined)	-7	-4
COC(=O)CNC(=O)C1CCN(c2nc(C)cc(C)n2)CC1	9	24
CCOc1ccc(C2CC(c3cccc(OC)c3)Nc3ncnn32)cc1 (centres undefined)	5	-13
O=C(CC(=O)N1CCN(c2ccccn2)CC1)Nc1ccc2nc3n(c(=O)c2c1)CCCCC3	-5	-15
COc1ccc(CCNC(=O)C2CCN(Cc3nc(-c4cccc(Cl)c4)oc3C)CC2)cc1OC	nt	5
COC(=O)C1N[C@@H]([C@@H](NC(=O)COc2ccccc2)C(=O)Nc2ccc(OC)cc2)SC1(C)C (some centres undefined)	-2	nt
COc1ccc(Oc2cn[nH]c2-c2ccc(O)cc2O)cc1	-8	-13
COc1ccc(CCNC(=O)CSc2nc3cc(Cl)ccc3o2)cc1OC	8	nt
O=C(O)c1cc(NCc2ccc3c(c2)OCO3)ccc1N1CCOCC1	5	-3
CCOC(=O)CSc1nnc(CSc2nc3sc4c(c3c(=O)[nH]2)CCCC4)n1-c1ccccc1	9	nt
CC[C@H](C)C(C(=O)N1CCN(C(=O)OC(C)(C)C)CC1)n1cc(C(Cc2ccc(O)cc2)NC(=O)OC(C)(C)C)nn1 (some centres undefined)	-5	nt
CC(=O)c1ccc(NC(=O)C2CC(c3ccc(F)cc3)=NO2)cc1 (centres undefined)	?	-3
CCc1cc2c(SCC(=O)c3cccs3)ncnc2s1	-14	-43

23 successive records from above, quoted:
SMILES	RmlCD inh mix	RT RNaseH block
Cn1c(=O)[nH]c(=O)c2c1nc(CN(Cc1ccccc1)Cc1ccccc1)n2CCN1CCOCC1	-4	-7
Cc1[nH]nc(N2CCCCCC2)c1[N+](=O)[O-]	10	nt
CCOC(=O)c1c(C)n(-c2ccc(C)cc2)c2c(CC(C)=O)c(Br)c(OC)c(O)c12	9	nt
CCn1c(Cn2nnc(-c3ccccc3)n2)nnc1SCC(=O)Nc1ccc(N(C)C)cc1	3	15
O=C(NC(Cc1ccccc1)C(=O)O)OCc1ccccc1 (centres undefined)	-7	-6
O=C(CCn1c(=O)oc2ccccc21)N1CCN(C(c2ccccc2)c2ccccc2)CC1	nt	-16
Cc1cccc(CS(=O)(=O)Cc2ccc(C(=O)NCCCN3CCOCC3)o2)c1	nt	-28
CCOCc1cc(C)[nH]c(=O)c1C#N	nt	-18
COc1ccc(/C=C2\CCOC2=O)cc1	6	nt
CC1=C(C(N)=O)C(c2cccs2)n2nc(-c3cccc(Cl)c3)nc2N1 (centres undefined)	-38	5
Cc1cc2c3c(c1)C1(C(=O)N3C(C)(C)CC2C)C(C#N)=C(N)Oc2cc(O)ccc21 (centres undefined)	-9	2
CCOc1ccc(Cc2nc(N)nc(N)n2)cc1	6	-7
CCOc1ccc(NC2=NCCC(=O)N2Cc2cccs2)cc1	-11	-2
O=C(O)C1C2C=CC3(O2)C1C(=O)N1c2ccccc2C2OCCC2C13 (centres undefined)	-7	-4
COC(=O)CNC(=O)C1CCN(c2nc(C)cc(C)n2)CC1	9	24
CCOc1ccc(C2CC(c3cccc(OC)c3)Nc3ncnn32)cc1 (centres undefined)	5	-13
O=C(CC(=O)N1CCN(c2ccccn2)CC1)Nc1ccc2nc3n(c(=O)c2c1)CCCCC3	-5	-15
COc1ccc(CCNC(=O)C2CCN(Cc3nc(-c4cccc(Cl)c4)oc3C)CC2)cc1OC	nt	5
COC(=O)C1N[C@@H]([C@@H](NC(=O)COc2ccccc2)C(=O)Nc2ccc(OC)cc2)SC1(C)C (some centres undefined)	-2	nt
COc1ccc(Oc2cn[nH]c2-c2ccc(O)cc2O)cc1	-8	-13
COc1ccc(CCNC(=O)CSc2nc3cc(Cl)ccc3o2)cc1OC	8	nt
O=C(O)c1cc(NCc2ccc3c(c2)OCO3)ccc1N1CCOCC1	5	-3
CCOC(=O)CSc1nnc(CSc2nc3sc4c(c3c(=O)[nH]2)CCCC4)n1-c1ccccc1	9	nt

(more compounds)
SMILES	RmlCD inh mix	RT RNaseH block
COc1ccc(C(=O)NNC(=O)CSc2nnc(COc3ccccc3)n2C)cc1	0	nt
NC(=O)CC(NC(=O)c1ccccc1)c1ccc(NCCc2cccc(F)c2)c([N+](=O)[O-])c1 (centres undefined)	3	nt
CCOC(=O)C1CCN(C(=O)Nc2ccc(OC)c(OC)c2)CC1	6	1
Cc1ccc(C(c2nnnn2C(C)(C)C)N2CCc3ccccc3C2)cc1 (centres undefined)	nt	-20
CN(CC#CCC(c1ccccc1)c1ccccc1)C(C)(C)C	7	nt
COc1ccc(-c2cc(C(F)(F)F)nc(SCC(=O)N3CC(C)OC(C)C3)n2)cc1OC (centres undefined)	-84	-32
COCCNC(=O)c1c(CSc2ccc(Cl)cc2)noc1C(=O)NCc1ccccc1	-5	nt
CCOC(=O)C1=C(C)NC(=O)C1(NC(=O)c1cccnc1)C(F)(F)F (centres undefined)	-2	-6
CCOc1ccc(-n2nc(C(=O)N3CCOCC3)c3ccccc3c2=O)cc1	nt	-10
C(#CCN1CCOCC1)COC/C=C/c1ccccc1	-9	-14
CCC1=C2CC[C@H]3C(=O)N(CC(=O)OC)C(=O)[C@H]3[C@H]2[C@@]2(C)C(=NCC(=O)OC)OC(=O)N2C1=O	85	nt
CCc1ccc(NC(=O)CN(c2ccc3c(c2)OCO3)S(=O)(=O)c2c(C)noc2C)cc1	15	17
CCCC(=O)Nn1cnc2c(c1=O)C1(CCCCC1)Cc1ccccc1-2	7	nt
S=C(c1ccc(Br)cc1)N1CCN(Cc2ccccc2)CC1	-2	nt
O=C(CCSc1ccc(Cl)cc1)N1CCCCCC1	-6	nt
COc1ccc(C)cc1S(=O)(=O)N(C)CC(=O)N1CCN(C)CC1	-4	nt
Cc1ccc(Nc2nc(-c3sc(NC(=O)c4ccc([N+](=O)[O-])cc4)nc3C)cs2)cc1	-3	nt
Cn1c(=O)cc(OCC(=O)N2CCN(Cc3ccc4c(c3)OCO4)CC2)c2ccccc21	-11	-66
Cc1ccsc1C(=O)Nc1ccc(C(=O)O)cc1	-5	-4
CCOc1ccc2nc(NCCCNS(=O)(=O)c3ccc(F)cc3)c(C#N)cc2c1	-4	nt
CCn1c(C(=O)OC)cc2c1ccn2-c1ccc(F)cc1	3	-23
Cc1cc2c(=O)n(CC(=O)NCC(=O)N3CCN(Cc4ccccc4)CC3)cnc2s1	8	-7
Clc1cccc(-c2nn3c(-c4cccc(Cl)c4)nnc3s2)c1	nt	20
COCc1nc2ccccc2n1Cc1ccccc1	9	-75
O=C(O)CCC(=O)Nc1nc2ccccc2s1	-10	nt
O=C(COC(=O)c1ccccc1Oc1ccccc1)NCc1ccco1	1	-43
O=C(NCc1ccccn1)c1ccc(/C=N/O)nc1	-14	-12
OCCN(/C=N/c1nc(-c2ccc(Br)cc2)cs1)CCO	-11	nt
CCSc1ccc(NC(=O)c2cccnc2)cc1	3	nt
Cc1ccccc1NC(=O)c1cccc(Cn2cc(Br)c([N+](=O)[O-])n2)c1	4	nt
CCOc1ccccc1Oc1c(C)oc2c(CN3CCN(CCO)CC3)c(O)ccc2c1=O	-9	3
CCC(C)C(NC(=O)C(C)NC(=O)CNC(=O)CNC(=O)OCc1ccccc1)C(=O)OC (centres undefined)	5	nt
CCCN(Cc1ccccc1)S(=O)(=O)c1ccc(N2C(=O)CCC2=O)cc1	6	0
CC(C)Cn1cc(C(=O)NCC2CCCO2)c2c3ccccc3n(C)c2c1=O (centres undefined)	12	-3
O=C(NCc1ccco1)c1sc2cc(F)ccc2c1Cl	-6	nt
COc1ccc(CCN2C(=O)C(O)=C(C(=O)c3ccco3)C2c2cccs2)cc1OC (centres undefined)	5	-8
Cn1c(N)c(C(=O)COC(=O)CCC(=O)c2cccs2)c(=O)n(C)c1=O	10	-4
O=C(CN1CCC(c2nc3ccccc3[nH]2)CC1)NCc1ccc2c(c1)OCO2	10	3
CCOC(=O)c1cc2cc(OC)ccc2[nH]1	-4	1
COc1cccc(Cn2nnc(C(=O)NCc3ccc(F)cc3)c2N)c1	-2	-7
C=CCOC(=O)C1=C(C)NC(SCC(=O)Nc2nccs2)=C(C#N)C1c1ccc(Cl)cc1 (centres undefined)	-1	nt
Cc1ccc(-c2n[nH]c(=S)n2/N=C/C=C\c2ccccc2[N+](=O)[O-])cc1	8	nt
Cc1nn(C2CCS(=O)(=O)C2)c(Cl)c1/C=C/C(=O)OCC(=O)Nc1ccccc1OC(F)F (centres undefined)	-11	nt
Cc1ccc(C)c(NS(=O)(=O)c2ccc(OCC(=O)N3CCOCC3)cc2)c1	-1	-4
Cc1ccc(C(=O)NCc2ccco2)cc1S(=O)(=O)Nc1cccc(C)c1C	12	nt
CC(C)CN(CC(C)C)C(=O)CC(=O)NC(=O)c1ccc(Cl)cc1	-9	nt
Cc1cc(C)nc(-n2nc(C)cc2NC(=O)c2ccc(Br)o2)n1	nt	-11
Cc1cc(-c2csc(N)n2)c(C)n1CCc1ccccc1	1	-11
CCCC(=O)Nc1ccc2c(c1)nc1n2CCSC1	-6	-1
CCOC(=O)C1=C(c2ccccc2)O/C(=C(/C(=O)OC)C(F)(F)F)S1	-16	nt

These rows are one share of the data; rates above refer to the full screens.
